KDM5B inhibitor: KDM5B demethylase inhibition; AID 1347165; Potency, µM (top dose mostly 57.7 µM), for inactives: at the top dose activity change, negative = inhibition, hits mostly inhibitors; KDM5B demethylase, FDH-coupled NADH fluorescence (FDH is formaldehyde dehydrogenase); Q9UGL1; 2.6% of 220,000 active; active means well fitted inhibition curve with a large enough effect; inconclusive means small, poorly fitted or top-dose-only effect; inactive means no such curve, though single readings can be large or run the other way; further: 0% is about no effect; nearly all actives have a fitted effect of over 70% in size
Target sequence (Q9UGL1 whole entry, looked up): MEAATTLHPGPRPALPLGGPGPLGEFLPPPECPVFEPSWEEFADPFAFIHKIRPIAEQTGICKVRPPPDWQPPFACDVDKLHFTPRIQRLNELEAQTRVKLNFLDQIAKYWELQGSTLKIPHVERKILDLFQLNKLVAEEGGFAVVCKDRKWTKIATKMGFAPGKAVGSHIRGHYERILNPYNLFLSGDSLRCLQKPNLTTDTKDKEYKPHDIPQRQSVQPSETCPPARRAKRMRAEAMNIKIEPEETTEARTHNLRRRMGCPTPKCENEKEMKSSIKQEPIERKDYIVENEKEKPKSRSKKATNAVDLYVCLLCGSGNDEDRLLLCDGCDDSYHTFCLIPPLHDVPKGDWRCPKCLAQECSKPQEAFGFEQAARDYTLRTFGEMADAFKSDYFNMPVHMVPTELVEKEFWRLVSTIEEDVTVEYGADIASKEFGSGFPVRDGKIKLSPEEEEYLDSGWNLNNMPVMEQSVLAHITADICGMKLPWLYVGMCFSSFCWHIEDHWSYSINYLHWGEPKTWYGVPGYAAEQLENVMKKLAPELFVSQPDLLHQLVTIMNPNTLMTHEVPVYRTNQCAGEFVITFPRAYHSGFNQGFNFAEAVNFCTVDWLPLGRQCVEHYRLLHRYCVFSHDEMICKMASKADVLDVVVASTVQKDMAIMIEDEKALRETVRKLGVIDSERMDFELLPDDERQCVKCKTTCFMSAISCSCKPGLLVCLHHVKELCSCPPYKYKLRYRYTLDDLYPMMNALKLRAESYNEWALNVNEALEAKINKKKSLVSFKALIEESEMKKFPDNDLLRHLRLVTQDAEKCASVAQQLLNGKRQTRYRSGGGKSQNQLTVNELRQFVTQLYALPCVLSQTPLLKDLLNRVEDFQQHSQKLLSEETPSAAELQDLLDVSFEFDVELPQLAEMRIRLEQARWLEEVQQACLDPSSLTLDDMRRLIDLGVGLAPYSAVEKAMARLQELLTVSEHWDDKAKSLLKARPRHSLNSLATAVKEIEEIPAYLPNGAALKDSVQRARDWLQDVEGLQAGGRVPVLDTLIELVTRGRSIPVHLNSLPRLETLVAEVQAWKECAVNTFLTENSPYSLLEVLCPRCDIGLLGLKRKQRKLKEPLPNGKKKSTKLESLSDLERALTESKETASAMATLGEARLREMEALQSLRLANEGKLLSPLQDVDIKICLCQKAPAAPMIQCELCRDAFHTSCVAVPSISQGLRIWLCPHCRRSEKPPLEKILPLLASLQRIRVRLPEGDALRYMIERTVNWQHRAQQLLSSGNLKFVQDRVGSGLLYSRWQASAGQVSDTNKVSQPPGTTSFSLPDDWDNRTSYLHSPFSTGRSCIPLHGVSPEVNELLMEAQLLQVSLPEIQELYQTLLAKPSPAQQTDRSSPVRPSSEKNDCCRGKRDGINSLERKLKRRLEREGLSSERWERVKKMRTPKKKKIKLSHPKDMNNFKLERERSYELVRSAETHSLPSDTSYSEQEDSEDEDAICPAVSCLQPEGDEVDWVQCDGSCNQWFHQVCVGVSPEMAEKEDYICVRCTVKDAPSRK
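Compound dilutions met 200 nM (final) KDM5BΔAP for 10 min at room temperature before substrate addition. The substrate mix held 12.5 µM H3K4me3 with cofactors 25 µM α-ketoglutarate and 50 µM Fe²⁺. NADH signal gain over 30 min defined activity.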
Starred values were filed as active, the others as inactive; i = inactive; ? = inconclusive; & = joins results of further samples; [ ] = remark or other dose. Potency means the concentration at half of the fitted maximal effect. Not all compounds are listed; the hit share may differ from the screen's.

canonical_smiles | KDM5B inhibitor
CCOCCCNc1nc2ccccc2nc1NS(=O)(=O)c1ccccc1 | ?
CCC(=O)Oc1ccc2c(=O)c(Oc3cccc(OC)c3)c(C(F)(F)F)oc2c1 | 8.8%
CCc1ccc2oc(=O)cc(CN3CCN(c4ccc(F)cc4)CC3)c2c1 | -0.1%
CCc1ccc(C(=O)N2CCN(CCc3ccccc3)CC2)cc1 | -5.6%
CC(NC(=O)c1nn(C)c(=O)c2ccccc12)c1ccc(Cl)cc1Cl (stereo unspecified) | 9.0%
CN(C(=O)Cn1cnc2onc(-c3ccc(F)cc3)c2c1=O)c1ccccc1Cl | -16.9%
O=C(c1ccc2cc[nH]c2c1)N1C[C@@H](CO)[C@H](c2ccccn2)C1 | ?
Cc1cc(C)c2oc(C(=O)Nc3ccc(C)c(C)c3)cc(=O)c2c1 | -15.7%
Cc1cc(C)n(-c2nnc(Nc3ccc(C)c(C)c3)c3ccccc23)n1 | 0.0%
O=C1NCCCCCCN(Cc2ccncc2)[C@@H]2CN(C(=O)NCCc3ccccc3)CC[C@@H]12 | ?
COc1ccc(/C=C(/C#N)C(=O)c2c[nH]c3cccc(C)c23)cc1 | -23.7%
CNC(=O)CSc1nnc(-c2ccccn2)n1Cc1ccco1 | 8.7%
O=C(N1CCCC1)N1CCN(C2CNC2)C(=O)C1 | -19.4%[149 µM]
O=C(CC[C@@H]1CNC(=O)[C@@H]2C[C@H](NCc3ccc(OC(F)(F)F)cc3)CN12)Nc1ccccc1 | ?
O[C@@H]1C[C@@H](c2nnc3n2CCN(Cc2cccc4[nH]ccc24)C3)N(Cc2ccccc2)C1 | 25.1µM*
CNC(=O)c1cccc(-c2cnc(NC(=O)c3ccncc3)c3c2CCO3)c1 | -23.1%[86.2 µM]
O=C(/C=C/Nc1ccccc1F)C(F)(F)F | 18.6%
Cc1ccc(CNC(=O)CCS(=O)(=O)c2cc3c(cc2Cl)NC(=O)CO3)cc1 | 7.4%
CC(C)CC(=O)NCCCN1CCCC1 | -26.2%
O=C(c1ccccc1)C1CCN(C(=O)c2ccc(C(F)(F)F)nc2)CC1 | 2.4%
CCCCCCn1c(/C=C/c2ccccc2)nc2ccccc21 | ?
CN(C(=O)Cn1cccc1-c1nc(-c2ccc3c(c2)OCO3)no1)c1ccccc1 | ?
Cc1ccc(C)c(S(=O)(=O)N2CCN(CC(=O)NC(=O)NC(C)(C)C)CC2)c1 | 0.7%
O=C(/C=C/c1ccccc1Cl)NNC(=O)C1CCCCC1 | -7.0%
O=C(CCNS(=O)(=O)c1ccc(Cl)cc1)OCC(=O)c1ccc[nH]1 | -12.1%
CCOc1ccc(-c2cc3nc(C4CCN(C(=O)OC(C)(C)C)CC4)c(C(=O)Nc4ccc(C)cc4C)cn3n2)cc1 | ?
COc1cccc(CC(=O)N2C[C@@H](CO)[C@H](c3ccccn3)C2)c1 | 1.3%
O=C(Nc1ccc(F)cc1)c1cc(-c2ccncc2)nc2c(Cl)cccc12 | 9.0%
O=C(/C=C/N1CCC(Cc2ccccc2)CC1)C(F)(F)F | 9.7%
Cc1c(CCC(=O)NCc2ccc3c(c2)OCO3)c(=O)oc2cc(O)ccc12 | ?

6 of these compounds, set out differently.
KDM5B inhibitor | canonical_smiles
18.6% | O=C(/C=C/Nc1ccccc1F)C(F)(F)F
9.0% | O=C(Nc1ccc(F)cc1)c1cc(-c2ccncc2)nc2c(Cl)cccc12
9.7% | O=C(/C=C/N1CCC(Cc2ccccc2)CC1)C(F)(F)F
7.4% | Cc1ccc(CNC(=O)CCS(=O)(=O)c2cc3c(cc2Cl)NC(=O)CO3)cc1
2.4% | O=C(c1ccccc1)C1CCN(C(=O)c2ccc(C(F)(F)F)nc2)CC1
-12.1% | O=C(CCNS(=O)(=O)c1ccc(Cl)cc1)OCC(=O)c1ccc[nH]1

Entries shown so far with a tert-butyl group (2):
canonical_smiles | KDM5B inhibitor
Cc1ccc(C)c(S(=O)(=O)N2CCN(CC(=O)NC(=O)NC(C)(C)C)CC2)c1 | 0.7%
CCOc1ccc(-c2cc3nc(C4CCN(C(=O)OC(C)(C)C)CC4)c(C(=O)Nc4ccc(C)cc4C)cn3n2)cc1 | ?

More structures:
canonical_smiles | KDM5B inhibitor
CCCCCC(=O)OC(CN1CCCCCC1)CN1CCCC1=O (stereo unspecified) | -25.2%
CC1(C)CC(=O)C2=C(C1)NC1=C(C(=O)c3ccccc31)C2c1cccc(Cl)c1 (stereo unspecified) | -13.0%
CCn1c2ccccc2c2cc(NC(=O)COc3cccc(C)c3)ccc21 | i
c1ccc2c(c1)CCN2C1CN(CC2CCCCC2)C1 | ?
Cc1ccc(N(CC(=O)Nc2ccc(Br)cc2)S(=O)(=O)c2cccs2)cc1 | 5.9%
N#C/C(=C/c1cc2ccccc2o1)c1nc2ccccc2[nH]1 | -21.4%
COC(=O)c1ccccc1NC(=O)CSc1n[nH]c(C)n1 | 4.4%
CCc1ccccc1NCc1nnc2n1CCCCC2 | 17.0%
Cc1ccc(CN(Cc2ccco2)C(=O)COc2cccc(C)c2C)o1 | ?
CC(=O)Nc1cccc(NC(=O)COC(=O)c2ccccc2OCc2cccc(Br)c2)c1 | 5.9%
CC(=O)N1CCCN(CC[C@H]2CN(C(=O)CC(C)(C)C)CC[C@H]2CC(=O)O)CC1 | 0.2%[86.2 µM]
CN1C[C@@H](NS(=O)(=O)Cc2ccccc2)C[C@H]1c1nc(-c2ccc3c(c2)OCO3)no1 | ?
CCOc1cccc(-c2nc(C(=O)NCc3ccc4c(c3)OCO4)cs2)c1 | 25.1µM*
Cc1ccc2oc([C@H]3CCN(Cc4ccccn4)C3)nc2c1 | ?
COC(CNC(=O)CS(=O)Cc1nc(-c2ccccc2Cl)oc1C)OC (stereo unspecified) | 10.4%
COc1ccc(-c2cc(C(=O)Oc3cccc(C)c3)c3ccccc3n2)cc1 | ?
COc1ccc(NC2CCCN(C(=O)CSc3ccccn3)C2)cc1OC (stereo unspecified) | -15.2%
Cc1ccc(NC(=O)CN2C(=O)CSc3ccc(S(=O)(=O)N4CCCC4)cc32)c(C)c1 | ?
COCCNc1ncnc2c1CN(C1CNC1)C(=O)CN2C | ?
Cc1ccc(Cl)cc1N1CCN(C(=O)CCSCc2ccccc2F)CC1 | -2.7%
CCN(CC)C(=O)Oc1ccc(Br)cc1C(=O)Nc1ccc(F)cc1F | 16.0%
CN(C)S(=O)(=O)c1ccc(NC(=O)CN2CCc3ccccc32)cc1 | -3.5%
COCCOc1ccc2c(n1)CCN(C(=O)COc1ccccc1)C2 | -28.6%
Cc1nc(CC(=O)N2CCC3(CCCN(Cc4ccccc4F)C3=O)C2)cs1 (stereo unspecified) | -21.2%
O=C(c1ccc(CS(=O)c2ccccc2Cl)o1)N1CCN(c2ccccc2F)CC1 (stereo unspecified) | -17.2%
O=C(NCC1OCCc2ccccc21)c1cccc(Br)c1 (stereo unspecified) | 13.3%
O=C(CC1CCC1)Nc1cccc2c([N+](=O)[O-])cccc12 | -56.5%
COc1ccc(NC(=O)C2CC(=O)N(C(C)C)C2)cc1S(=O)(=O)N1CCCCC1 (stereo unspecified) | 7.8%
COC(=O)c1cccc(COC(=O)c2ccc(CNC(C)=O)cc2)c1 | 19.6%
COCC(=O)NC1CCC12CCN(C(=O)c1ccc(C#N)cc1)CC2 (stereo unspecified) | -16.2%
COc1ccccc1N1CCN(C(=O)c2ccc3c(c2)C(O)CCCCCN3C)CC1 (stereo unspecified) | -9.3%
COc1ccc(CN2C(=O)[C@@H]3C[C@@H](CN3C(=O)c3ccc(Cl)cc3)Oc3ccccc32)cc1 | 27.7%
Cc1ccc(SCc2ccccc2C#N)cc1 | -7.2%
COc1cc(-c2noc(-c3ccc(NCc4ccccc4)c([N+](=O)[O-])c3)n2)cc(OC)c1OC | 9.6%
O=S(=O)(Nc1nc2ccccc2nc1Nc1ccccc1Br)c1ccccc1 | -27.0%
CC1=C[C@@H](CO)[C@H](C(C)C)C[C@H]1CC(=O)NCc1ccc(C(F)(F)F)cc1 | 12.0%[86.2 µM]
Cc1cccc(-n2nnnc2C2(Nc3ccccc3)CCCC2)c1 | 29.2%
O=C(Nc1ccccc1C(=O)NCCc1ccco1)C1=CSCCO1 | -20.9%
CN(C)C(=O)C(Sc1nnc(-c2cc(Cl)ccc2Cl)n1N)c1ccccc1 (stereo unspecified) | 20.6%
COCCCNC(=O)c1sc(NCc2ccco2)nc1C | 4.8%
C[S+](=O)([O-])CCn1ncc2cc(OCc3cccc(-c4cccc(CO)c4)c3)ccc21 | ?
CCn1cnc2c1c(=O)n(CC(=O)NCc1ccccc1Cl)c(=O)n2Cc1ccccc1 | 13.1%
CCn1c2c(c(=O)n1Cc1ccccc1)CCN(Cc1c[nH]c3ccccc13)C2 | -11.7%[86.2 µM]
COc1ccccc1CNC(=O)CC(C)n1ccc(C)n1 (stereo unspecified) | -14.0%
Cc1cccc(NS(=O)(=O)c2ccc3[nH]c(=O)[nH]c3c2)c1C | 2.7%&13.7%

(list continues)
SMILES | KDM5B inhibitor
Cc1nc([C@@H]2CN(C(=O)c3ccc(Cl)s3)C[C@H]2C(N)=O)n[nH]1 | 17.6%
Cc1ccc(C(=O)NC(=S)N2CCCC2)cc1 | ?
Cc1cc(C(F)(F)F)nn1CC(=O)N1CC(CO)C2(CCNCC2)C1 (stereo unspecified) | -7.3%
CNC(=O)c1c(C)nc2n1CCC(Nc1ccccc1C)C2 (stereo unspecified) | -3.0%[86.2 µM]
CCc1ccc(/C=N/Nc2ccc(S(=O)(=O)Nc3ccc(C)cc3C)cc2[N+](=O)[O-])cc1 | 21.4%
COc1cccc(NC(=O)Cn2cc(C(=O)C3CCCCC3)c3ccccc32)c1 | 20.3%
O=C(c1ccc(Cl)cc1)N(CC1CCOC1)C1CC1 (stereo unspecified) | -6.7%
Cc1ccc(NC(C)c2nc3scc(-c4ccco4)c3c(=O)[nH]2)cc1C (stereo unspecified) | -17.2%
COc1ccccc1CNC(=O)c1ccc2c(c1)nnn2C1CCCC1 | -12.8%
CCOCCN1C(=O)COC[C@@H]1[C@H](O)c1ccc(NC(=O)Nc2ccccc2)cc1 | 2.7%[86.2 µM]
COC(=O)c1c(NC(=O)c2ccc(S(=O)(=O)N3CCCCC3)cc2)sc2c1CCN(C)C2 | -8.8%
Cc1occc1C(=O)N(Cc1cccs1)C1CC1 | -12.3%
Cc1cn2nnc(C(=O)NC3CCCCC3)c2c(=O)[nH]1 | ?
Cc1cc(Sc2cc(C)c(O)c(C(C)(C)C)c2)cc(C(C)(C)C)c1O | -7.8%
O=C(Nc1ccc2nc[nH]c(=O)c2c1)c1cc(Br)ccc1Cl | 1.8%
O=C(Nc1ccc(Cl)nc1)c1ccn2cncc2c1 | i
Cc1cc(C(=O)Nc2ccc3ccccc3c2)oc1C | -41.9%
Cc1cnc(C)n1CCNC(=O)c1ccsc1 | 12.7%
Nc1nccnc1C(=O)NCc1ccc(N2CCc3ccccc3C2)nc1 | ?
CCc1c(C)sc(NC(=O)C2c3ccccc3Oc3ccccc32)c1C(=O)OC(C)C | -23.3%
Cc1cccn2c(=O)c3cc(C#N)c(=O)n(-c4nnc(SCc5ccc(Cl)cc5)s4)c3nc12 | ?
Cc1cccc(-c2nc(SCCCOc3ccccc3Cl)n3[nH]c(=O)cc3n2)c1 | -23.3%
FC(F)(F)c1ccc(O[C@H]2COCCN(CC3CCCC3)C2)cc1 | -25.9%[86.2 µM]
S=C(NCCSc1ccc(Cl)cc1)NCCc1ccccc1 | 4.4%
Cc1ccccc1C(=O)Nc1cccc(OCc2cc(=O)n3cccc(C)c3n2)c1 | 2.3%
COc1ccc(NC(=O)CCc2c(C)nc3c(c2C)c(=O)n(C)c(=O)n3C)c(OC)c1 | -19.7%
N#CC(Cc1ccc(Cl)cc1)(Cc1ccc(Cl)cc1)C(=O)NC1CCCCC1 | 23.0%
O=C(CCCCn1c(=O)c2ccccc2n(CC(=O)Nc2ccccc2)c1=O)NCc1ccccc1Cl | ?
CCCCNc1nc2c(c(=O)[nH]c(=O)n2C)n1Cc1cccc(C)c1 | 7.1%
N#Cc1c(NC(=O)CSc2ncnc3ccccc23)sc2c1CCCC2 | 9.8%
COc1ccc(-c2cc(C(=O)NCc3cccnc3)c3c(c2)N(C)CCO3)cn1 | ?
O=C(Nc1ccccc1)C1=C(Nc2ccc(F)cc2F)c2ccccc2S1(=O)=O | 109.8%[activator]
NC1CCOCC1 | -10.7%
CC(C)(C)c1ccc(C(=O)N2CCN(Cc3cc(=O)n4nc(-c5ccccc5F)sc4n3)CC2)cc1 | 9.1%
O=C(O)c1ccc2n[nH]nc2c1 | 5.2%
O=C1CCCCC(Cc2ccccc2)(C(=O)Nc2cccc(F)c2)N1 (stereo unspecified) | 9.8%
CCN(CC)C(=O)COc1ccc(-c2noc(-c3ccccc3)n2)cc1OC | ?
CC(=O)Nc1ccc(-c2nc3cc(C(C)C)ccc3o2)cc1 | ?
CCc1ccc(C2=NN(CCC(=O)NCCc3ccc(OC)c(OC)c3)C(=O)CC2)cc1 | 2.6%
Cc1sc(NC(=O)CC(C)(C)CC(=O)O)c(C(N)=O)c1-c1ccccc1 | 18.1%
CCn1cc(CN2CCC3(CC2)CC(c2ccccc2)CN3C)cn1 (stereo unspecified) | 0.3%
CC1CCN(C(=O)Cn2cc(SCc3ccc(C(F)(F)F)cc3)c3ccccc32)CC1 | -27.5%
COc1ccc(Nc2nc(N)c([N+](=O)[O-])c(NCCO)n2)cc1 | 30.8%
Cc1cc(CNC(=O)C2CCCN2C(=O)OC(C)(C)C)ccc1F (stereo unspecified) | 15.4%
CC(C)c1nnc(N2C(=O)c3oc4ccccc4c(=O)c3C2c2cccc(O)c2)s1 (stereo unspecified) | 11.5%[11.5 µM]
CSc1ccccc1NC(=O)C(c1ccccc1)c1ccccc1 | 15.1%
O=C(Nc1ccccc1)N1CCC(c2nnc3n2CCNC3)CC1 | ?
COc1cccc(NC(=O)N2CCC(Oc3ncccc3C(=O)N(C)C)C2)c1 (stereo unspecified) | 8.1%
O=C1NC2(CCN([S+](=O)([O-])c3cccc(C(F)(F)F)c3)C2)N=C1c1ccncc1 (stereo unspecified) | 15.6%

Screening results deposited in PubChem BioAssay by National Center for Advancing Translational Sciences (NCATS).
